Assay outcomes (PubChem)
NTR1 ag – agonists of NTR1, primary screen, imaging, U2OS cells, beta-arrestin-GFP, high content (AID 493036) | Neurotensin receptor type 1 (Homo sapiens), P30989 | NTR1-U2OS beta-arrestin-GFP spot imaging, agonist mode | activation, % at 20 µM | hit rate 0.17% among 330,000;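 active means activation at or above 40% of the spot to cytoplasm intensity ratio, with at least 20 cells analyzed; inconclusive means wells under 20 cells, flagged as cytotoxic or low count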;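 further: 0% = DMSO without peptide and 100% = 100 nM NTR1 peptide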
Target sequence (P30989 whole entry, looked up): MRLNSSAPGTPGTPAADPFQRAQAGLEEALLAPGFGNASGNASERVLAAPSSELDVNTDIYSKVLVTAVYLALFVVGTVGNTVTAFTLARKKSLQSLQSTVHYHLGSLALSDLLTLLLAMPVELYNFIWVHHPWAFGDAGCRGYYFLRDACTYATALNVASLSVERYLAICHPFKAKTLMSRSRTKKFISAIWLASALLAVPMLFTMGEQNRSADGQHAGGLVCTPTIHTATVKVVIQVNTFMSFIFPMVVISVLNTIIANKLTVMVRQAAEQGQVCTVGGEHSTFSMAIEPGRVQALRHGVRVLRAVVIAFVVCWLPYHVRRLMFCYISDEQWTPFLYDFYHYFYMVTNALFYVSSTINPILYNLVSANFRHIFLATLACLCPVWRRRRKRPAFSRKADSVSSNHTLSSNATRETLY
Myeloid diff 2 – induction of myeloid progenitor differentiation, primary screen, cell-based, flow cytometry, MLPCN library | calls only at 10 µM | ER-HoxA9 myeloid progenitors, lysozyme-GFP differentiation | hit rate 1% among 360,000 | AID 624256, 2012;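 active means normalized GFP-positive differentiation at or above the plate's own cutoff, the solvent-only control mean plus 3 SD; inconclusive means no clear call, values can overlap the other calls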;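 further: cells exposed to compound for four days before flow analysis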
Rac1 GTP hydrolysis – MgcRacGAP GTPase-activating activity inhibitors, confirmation, biochemical, ADP Hunter fluorescence; Rac GTPase-activating protein 1 (Homo sapiens); MgcRacGAP-stimulated Rac1 GTP hydrolysis, ADP Hunter fluorescence; higher % means a stronger effect; GST-tagged Rac1 F28L mutant substrate; one-dose inhibition, % at 30 µM; IC50 in µM for titrated hits; hit rate 0.6% among 340,000;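 active means first-screen hits whose inhibition reached a set limit at any dose in the follow-up dose series; inconclusive means inhibition above the set first-screen limit but never retested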;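 further: fluorescence reports GDP produced by GAP-driven GTP hydrolysis; strong numbers were not always called active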
Large T inhibition – SV40 large T antigen inhibitors, biochemical (AID 1903); hit rate 0.39% among 310,000; one-dose inhibition, % at 20 µM; IC50 in µM for titrated hits; SV40 large T antigen ATPase/helicase inhibition assay; higher % means a stronger effect; in the data active means a potency from the dose series; inconclusive means inhibition mostly from about 32% at the one dose, without a potency; inactive means the rest, 99 in 100 with inhibition below about 32%; further: strong numbers were not always called active
T cell modulator – modulators of CD8 T cell-vesicle binding, primary screen, mouse 2C CD8+ T cells, flow cytometry. 2C CD8+ T cell-vesicle binding; active compounds read low. calls only at 7 µM. hit rate 0.068% among 330,000. AID 2052, 2009;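 active means response, share of CD8 T cells binding vesicles, and their 90th percentile fluorescence all below set limits, cut at about 80% in these data, passing the limit was not always enough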
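incubation = binding step 1.5 h, 37 °C, antibody labelling 20 min, ice | test system = 2C mouse CD8+ T cells | read-out basis = percent CD8+ FL2 mean versus row control | controls = Peptide-free naked vesicles (low) and QL9 vesicles with 0.7% DMSO vehicle (high) | detection = flow cytometry of vesicle-bound cells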
TNAP activation fold – human TNAP enzyme activators, primary screen, biochemical, luminescent, no phosphate acceptor, uHTS (AID 1001) | Alkaline phosphatase, tissue-nonspecific isozyme (Homo sapiens) | purified TNAP, luminescent activation assay, no phosphate acceptor; higher activation fold means a stronger effect | activation fold at 20 µM; hits with a dose series show EC50 in µM | hit rate 0.03% among 200,000; in the data active means activation fold from about 3, or a potency from the dose series; inactive means the rest, 99 in 100 with activation fold below about 1.6; further: many of its hits are not listed in these tables
UTI89 phage lysis – inhibition of K1F phage lysis, E. coli UTI89, bacterial capsule biogenesis inhibitors, alamar blue (AID 488966). E. coli UTI89 K1F phage lysis, alamar blue, 2 h; higher % means a stronger effect. one-dose inhibition, % at 100 µM; IC50 in µM for titrated hits. hit rate 0.02% among 340,000;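 active means phage lysis inhibition, versus mean bacterial control, above a set limit; inconclusive means no clear call, values can overlap the other calls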;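 further: capsule biogenesis inhibitors block K1F phage lysis so surviving cells raise fluorescence; higher fluorescence means more inhibition of phage lysis; actives were called in the ten point dose series up to 300 µM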
Salmonella PhoP GFP – inhibitors of PhoP regulon expression, primary screen, Salmonella Typhimurium, GFP reporter (AID 1863) | S. Typhimurium PhoP-regulated promoter GFP reporter, 4 h; higher % means a stronger effect | hit rate 0.16% among 300,000 | one-dose inhibition, % at 50 µM; IC50 in µM for titrated hits;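 active means inhibition over 29.93%, a cutoff 3 SD above the screen mean, later confirmed by dose response; inconclusive means inhibition over 29.93% but no dose response follow-up; inactive means inhibition at most 29.93% or unconfirmed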;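 further: 0% = low Mg2+ inducing control and 100% = high Mg2+ repressing control; strong numbers were not always called active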
RSV CPE inhibition – RSV antiviral activity via CPE protection, HEp-2 cells, primary 10 µM value included (AID 2391); CPE inhibition, % at 10 µM, or IC50 in µM where a hit was titrated; hit rate 0.13% among 310,000; HEp-2 cells, RSV-induced CPE inhibition; higher % means a stronger effect; in the data active means a potency from the dose series; inconclusive means CPE inhibition mostly from about 23% at the one dose, without a potency; inactive means the rest, 99 in 100 with CPE inhibition below about 21%; further: strong numbers were not always called active
T cell modulator vesicle-bound % – recorded beside T cell modulator, whose call it bears; double positive events, %; measured here: CD8+ vesicle-bound cell fraction;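 binding gate set so that unloaded-vesicle control wells show 10% double positive cells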
NTR1 ag cell count 20 µM – recorded beside NTR1 ag, whose call it bears; cell count; measured here: cell count, cytotoxicity flag
Myeloid diff 2 GFP+ MAC1+ % – second read-out of Myeloid diff 2, no call of its own (marks repeat the call); GFP+ MAC1+ double positive, %; measured here: differentiation confirmed by MAC1 staining
An asterisk follows results filed as active; i = inactive; ? = inconclusive; · = not tested or not shown; [ ] = remark or other dose.

Results follow in this order: Myeloid diff 2	UTI89 phage lysis	Rac1 GTP hydrolysis	RSV CPE inhibition	T cell modulator vesicle-bound %	Large T inhibition	Myeloid diff 2 GFP+ MAC1+ %	T cell modulator	TNAP activation fold	NTR1 ag	NTR1 ag cell count 20 µM	Salmonella PhoP GFP
- O=C(CNS(=O)(=O)c1ccccc1)Nc1ccc2c(c1)OCO2
    i	0.1%	8%	-1.5%	47	12%	0.5	i	1	0.7	28	0%
- CCOc1ccccc1N(C(=O)c1ccco1)C(C(=O)NC1CCCC1)c1cccnc1 (centres undefined)
    i	0.8%	13%	-1.8%	12	-6%	1.1	i	1.1	-0.5	47	7%
- CCCCN(Cc1cc2cc(OC)ccc2[nH]c1=O)C(=O)c1ccccn1
    i	0.1%	13%	1.2%	46	14%	0.7	i	1.1	1.2	58	-1%
- CCN(CC(=O)NCc1cccs1)c1ccc(S(=O)(=O)N2CCOCC2)cn1
    i	-0.2%	-2%	0.9%	7	-1%	0.6	i	1.1	-1.5	81	-1%
- O=[N+]([O-])c1cccc(CN2CCN(S(=O)(=O)Cc3ccccc3)CC2)c1
    i	-1.5%[50 µM]	12%	4.4%	18	-7%	4.5	i	·	0.3	75	0%
- Cc1ccccc1CN(C)CCS(=O)(=O)c1cc(Cl)ccc1Cl
    i	-0.1%	8%	?	30	1%	0.5	i	·	2.8	54	26%
- Cc1cc(C(=O)CN2C(=O)NC3(CCCc4ccccc43)C2=O)c(C)n1C (centres undefined)
    i	-0.7%	13%	1.3%	53	14%	0.4	i	1	-0.7	36	-9%
- NC(=O)c1ccc(NC(=O)COc2coc(CN3CCc4ccccc4C3)cc2=O)cc1
    i	-1.3%	6%	0.9%	32	10%	0.7	i	·	-2.0	59	7%
- Cn1cc(S(=O)(=O)N2CCN(c3ccc(F)cc3)CC2)c(=O)n(C)c1=O
    i	0.8%	3%	2.9%	29	5%	3.1	i	0.9	0.4	92	2%
- COCCNC(=O)c1cn(C)c2ccc(S(=O)(=O)N3CCCC3)cc2c1=O
    i	0.2%	-5%	1.0%	37	6%	0.8	i	·	0.4	55	-12%
- COc1ccc(C(=O)NCCCCNC(=O)c2ccc(OC)c(OC)c2)cc1OC
    i	0.9%	0%	1.1%	51	9%	0.5	i	·	-0.9	66	-4%
- O=C(Cc1ncc(C(F)(F)F)cc1Cl)NCCc1ccccn1
    i	-0.8%	5%	-0.5%	34	11%	0.9	i	1.2	0.7	68	-1%
- Cc1cccc(-n2ncc3c2CCCC3NC(=O)CCc2ccncc2)c1C (centres undefined)
    i	0.3%	9%	-1.9%	25	7%	1.4	i	·	0.6	62	1%
- CC(C)C[C@H](NC(=O)OC(C)(C)C)C(=O)N/N=C/c1ccc2nccnc2c1
    i	4.7%	8%	-1.9%	35	-1%	6.1	i	1.1	-1.8	48	-23%
- CC(C)Cn1c(SCc2nnc(-c3cccs3)o2)nc(O)cc1=O
    i	?	6%	-0.4%	57	3%	0.0	i	1.1	3.4	54	-11%
- Cc1cc(C)n(-c2nc(NCCN(C)C)c3c4c(sc3n2)COC(C)(C)C4)n1
    i	·	·	-1.4%	30	8%	0.7	i	·	1.7	40	-13%
- Cc1ccc(NC(=O)/C=C/c2ccco2)nc1
    ?	-3.5%	4%	2.2%	47	2%	·	i	1	-1.9	55	8%
- O=C(CSc1nc2nc(-c3cccs3)cc(C(F)(F)F)c2c(=O)[nH]1)NCc1ccco1
    i	-0.4%	17%	-0.1%	26	20%	0.7	i	1.1	-0.7	28	1%
- COc1ccc(S(=O)(=O)N2CCOCC2)cc1NC(=O)CSc1nnc(N)s1
    i	1.3%[50 µM]	2%	-1.9%	33	10%	0.8	i	·	-0.2	57	2%
- Cc1cccc[n+]1CC(=O)Nc1ccccc1
    i	0.4%	9%	0.1%	31	0%	0.8	i	·	-0.9	48	-13%

Next section.
Results follow in this order: Myeloid diff 2	UTI89 phage lysis	Rac1 GTP hydrolysis	RSV CPE inhibition	T cell modulator vesicle-bound %	Large T inhibition	Myeloid diff 2 GFP+ MAC1+ %	T cell modulator	TNAP activation fold	NTR1 ag	NTR1 ag cell count 20 µM	Salmonella PhoP GFP
- CCc1c(C)c(C#N)c2nc3ccccc3n2c1N1CCN(c2cc(C)ccn2)CC1
    ·	·	·	0.9%	46	10%	·	i	1.1	3.7	81	4%
- CCOc1ccc(/C=C/C(=O)N(C)CC(=O)Nc2cccc(F)c2)cc1OCC
    i	0.3%	2%	-1.0%	40	8%	0.3	i	·	0.3	62	1%
- CN1CCN(C(=O)N(c2ccccc2)c2ccccc2)CC1
    i	-0.1%	4%	·	31	7%	0.3	i	·	0.8	66	·
- CCOC(=O)C1=C2N(C)c3ccccc3N2CCC1=O
    i	0.5%	1%	2.4%	5	1%	1.0	i	1.1	0.8	47	-4%
- CC1(C)C(=S)N(Cc2ccccc2)c2ccccc21
    i	3.1%	14%	9.5%	47	-2%	0.2	i	·	0.4	54	3%
- Cc1ccc(-c2nc3c(c(SCC(=O)N4CCOCC4)n2)Cc2c(CO)cnc(C)c2O3)cc1
    i	0.0%	7%	0.9%	64	19%	6.9	i	·	2.8	64	-3%
- COc1ccc(C2OC(=O)CC2C(=O)NCc2ccc(C)cc2)cc1OC (centres undefined)
    i	0.3%	10%	0.2%	55	16%	0.2	i	1.1	0.1	76	-2%
- Cc1cccc(OCc2nnc(SCC(=O)N3CCN(c4ccccc4)CC3)o2)c1C
    i	0.8%	3%	0.4%	6	10%	1.0	i	1.1	-0.6	70	1%
- CCOC(=O)C1CCN(C(=O)c2ccccc2NC(=O)C2=C(C)OCCS2)CC1
    i	0.2%	6%	1.6%	44	15%	1.0	i	·	0.3	74	2%
- O=C(CCCCn1c(=O)[nH]c2ccccc2c1=O)NCCC1=CCCCC1
    i	1.0%	3%	1.1%	18	18%	0.3	i	0.9	0.6	80	-5%
- CCOc1ccc(NC(=S)NN(C)C(=S)Nc2ccc(OCC)cc2)cc1
    i	-2.0%	18%	0.4%	45	16%	0.6	i	2.6	2.0	45	-5%
- Cc1ccc2nsnc2c1S(=O)(=O)N1CCCC1
    i	4.5%	1%	1.0%	25	-2%	0.9	i	1.1	1.7	50	6%
- Cc1c(C(=O)NCCCN2CCCC2=O)oc2ccc(S(=O)(=O)N3CCOCC3)cc12
    i	0.4%	8%	0.0%	22	-4%	0.6	i	1	-1.2	92	-7%
- CCOC(=O)C1(CC2CCCCO2)CCN(S(=O)(=O)c2ccc(OC)cc2)CC1 (centres undefined)
    i	0.1%	7%	0.6%	22	-4%	0.1	i	1	1.1	40	-6%
- CCOC(=O)CNC(=O)C1CCCc2c1[nH]c1ccc(Cl)cc21 (centres undefined)
    i	-0.2%	6%	?	42	·	0.4	i	1	-0.5	84	·
- CCc1nc(N)c(C#N)c(-c2cccn2C)c1C
    i	0.4%	5%	-0.8%	58	·	0.4	i	·	0.7	99	·
- COc1ccc(CCC(=O)OCc2csc(CC(=O)Nc3ccc(C)cc3)n2)cc1OC
    i	0.5%[50 µM]	7%	·	50	·	1.2	i	·	-0.1	58	·
- Cn1c(CC(=O)NNC(=O)c2ccccc2[N+](=O)[O-])nc2ccccc21
    i	1.4%[50 µM]	3%	2.8%	·	·	0.4	·	·	1.9	67	·
- Cc1cc(C(C)(C)C)nc2[nH]n(-c3ccccc3)c(=O)c12
    i	-0.1%	13%	3.4%	33	25%	0.3	i	1	0.5	84	-3%
- Cc1cc(-c2nnc(CCC(=O)NC(C)c3cccc4ccccc34)o2)no1 (centres undefined)
    i	0.3%	5%	-1.1%	41	0%	0.3	i	1.1	0.5	65	-3%

Full records, looked up by structure. Order of screens: Myeloid diff 2, UTI89 phage lysis, Rac1 GTP hydrolysis, RSV CPE inhibition, T cell modulator vesicle-bound %, Large T inhibition, Myeloid diff 2 GFP+ MAC1+ %, T cell modulator, TNAP activation fold, NTR1 ag, NTR1 ag cell count 20 µM, Salmonella PhoP GFP
CCOC(=O)C1=C2N(C)c3ccccc3N2CCC1=O is listed with i, 0.5%, 1%, 2.4%, 5, 1%, 1.0, i, 1.1, 0.8, 47, -4%
CCCCN(Cc1cc2cc(OC)ccc2[nH]c1=O)C(=O)c1ccccn1 is listed with i, 0.1%, 13%, 1.2%, 46, 14%, 0.7, i, 1.1, 1.2, 58, -1%

Further structures follow.
Results follow in this order: Myeloid diff 2	UTI89 phage lysis	Rac1 GTP hydrolysis	RSV CPE inhibition	T cell modulator vesicle-bound %	Large T inhibition	Myeloid diff 2 GFP+ MAC1+ %	T cell modulator	TNAP activation fold	NTR1 ag	NTR1 ag cell count 20 µM	Salmonella PhoP GFP
- COc1ccc(CCNC(=O)c2cc(C3CC3)nc3c2cnn3C(C)C)cc1
    i	0.2%[50 µM]	2%	-0.2%	39	·	2.4	i	·	-0.2	60	·
- C/C(=N\Nc1cc(N2CCOCC2)ncn1)c1ccc(O)cc1
    i	0.9%	?	0.0%	48	?	0.2	i	·	0.1	55	-4%
- CC(NC(=O)c1ccc(Cl)cc1)C1CC2CCC1C2 (centres undefined)
    i	4.0%	1%	1.1%	64	4%	0.4	i	·	0.0	45	6%
- Cc1c(N(C(=O)CNC(=O)c2ccccc2)C2(C(=O)NC3CCCC3)CCCCC2)c(=O)n(-c2ccccc2)n1C
    i	0.3%	7%	10%	49	20%	0.3	i	1.1	-1.0	52	-1%
